Bioassay records from PubChem.
Rab9 promoter act: Rab9 promoter activation; AID 485297; Huh7 Rab9 promoter-luciferase reporter, luminescence, 24 h; 320,000 tested, 2.8% active; Potency, µM (titrated, usually from 9.22 µM), without a hit: top-dose activation, negative = inhibition, most hits filed as activators; also: % of control where 0% means no effect; nearly all actives have a fitted effect of over 60% in size
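Rab9 promoter-driven luciferase in stably transfected Huh7 cells; 1500 cells/well rested 2 h, exposed to compound in DMSO for 24 h at 37 °C, 5% CO2. Luminescence read 10 min after adding luciferase reagent at ambient temperature.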
FLuc counter: counter-screen for miR-21 project: firefly luciferase inhibitors or activators; P08659; 360,000 tested, 6.9% active; purified FLuc, Km substrates, luminescence inhibition; Potency, µM (doses to about 57.5 µM), for inactives: at the highest dose activity change, negative = inhibition, most hits filed as inhibitors;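 also: plate controls were vehicle for no effect and reference inhibitor for full effect; nearly all actives have a fitted effect of over 55% in size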
Target sequence (P08659 whole entry, looked up): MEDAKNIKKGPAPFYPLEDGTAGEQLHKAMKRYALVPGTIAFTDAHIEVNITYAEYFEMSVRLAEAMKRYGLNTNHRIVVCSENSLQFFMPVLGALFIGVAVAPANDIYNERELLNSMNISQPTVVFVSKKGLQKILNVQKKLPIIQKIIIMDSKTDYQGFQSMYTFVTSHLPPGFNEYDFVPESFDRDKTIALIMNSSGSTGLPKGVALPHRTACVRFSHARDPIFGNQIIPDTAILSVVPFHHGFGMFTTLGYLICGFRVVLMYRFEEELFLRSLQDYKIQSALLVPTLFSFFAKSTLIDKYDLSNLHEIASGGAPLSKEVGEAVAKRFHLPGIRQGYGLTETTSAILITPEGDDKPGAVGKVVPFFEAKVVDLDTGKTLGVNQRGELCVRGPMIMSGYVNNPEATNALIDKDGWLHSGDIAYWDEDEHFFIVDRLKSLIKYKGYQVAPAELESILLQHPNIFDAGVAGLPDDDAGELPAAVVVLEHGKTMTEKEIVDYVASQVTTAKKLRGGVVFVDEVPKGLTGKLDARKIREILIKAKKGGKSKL
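Biochemical qHTS of compounds, final roughly 60 µM downward over six points, against 10 nM purified firefly luciferase using Km concentrations of substrates (10 uM D-luciferin, 10 uM ATP) in Tris acetate pH 7.5 buffer; luminescence output.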
Gal4-VP16 FLuc: inhibits Gal4-VP16 luciferase reporter, ROR gamma counter-screen. Drosophila S2 Gal4-VP16 UAS-luciferase, luminescence, 20 h. Potency, µM (top dose mostly 53.6 µM), for the others: at the highest dose activity, negative = inhibition, actives largely listed as inhibitors. 310,000 tested, 3.5% active;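 also: Gal4-VP16 expression switched on by copper sulfate through the metallothionein promoter; % is scaled to controls: 0 for no effect and ±100 for the full control effect; nearly all actives have a fitted effect of over 50% in size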
NPC1 prom act: NPC1 promoter activation | Potency, µM (highest dose often 9.22 µM), for inactives: top-dose activation, usual class: activators | 320,000 tested, 2.4% active | AID 485313 | Huh7 NPC1 promoter luciferase reporter, 24 h;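 also: % of control where 0% means no effect; nearly all actives have a fitted effect of over 60% in size; reporter is driven by a mutant NPC1 promoter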
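Quantitative HTS used a cell-based reporter: Huh7 cells stably bearing the NPC1 promoter upstream of luciferase were treated with compounds for 24 h, and promoter activation was read as luminescence.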
ELG1 genotox: induces genotoxicity in HEK293T cells with luciferase-tagged ELG1; HEK293T ELG1-luciferase reporter, luminescence, 16 h; Potency, µM (titrated, usually from 46 µM), inactives show top-dose activity change, positive = activation, hits mostly activators; 330,000 tested, 1.3% active; AID 504466; also: % of control where 0% means no effect; nearly all actives have a fitted effect of over 60% in size
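ELG1-luciferase HEK293T cells, 2,000/well; compound pinned in; 16 hr, 37 °C, 5% CO2; ONE-Glo, 30 min RT; luminescence on CCD imager.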
p53 reactivator: restores transcriptional activity of mutant p53 | H1299 p53-A138V BP100-luciferase reporter, luminescence, 24 h | 320,000 tested, 0.063% active | Potency, µM (highest dose often 92.2 µM), for the others: at the top dose activity change, positive = activation, hits mostly activators; also: % of control where 0% means no effect; nearly all actives have a fitted effect of over 45% in size
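p53-null H1299 cells stably carrying temperature-sensitive p53-A138V and a BP100-luciferase reporter were pinned with compounds (4-point, 1:5 series) and held 24 hrs at 37 deg C. Luminescence was read 10 min after detection reagent.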
BRCA1 expr up: BRCA1 expression activation. MCF7-BRCA1-FFLuc reporter, luminescence, 48 h; response scale: scaled: vehicle 0%, 10 µM genistein 100%. 380,000 tested, 1.1% active. Potency, µM (series often up to 46.1 µM), inactives show top-dose activation, actives largely listed as activators; also: nearly all actives have a fitted effect of over 80% in size; some results filed as inactive show a strong effect at the top dose
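Luminescence from a BRCA1-driven firefly luciferase in MCF7 cells was read after 48 h compound exposure at 37 C. Data normalized against DMSO and a 10microM genistein activation control, then curve-fitted across the titration.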
uPA generation: blocks generation of uPA at the cell surface; cell surface uPA generation assay, qHTS; Potency, µM (series often up to 38.3 µM), for inactives: at the highest dose activity change, negative = inhibition, actives largely listed as inhibitors; 330,000 tested, 0.31% active; AID 540303; active = well fitted inhibition curve with a large enough effect; inconclusive = small, poorly fitted or top-dose-only effect; inactive = no such curve, though single readings can be large or run the other way; tested in mouse RAW 264.7 cells; also: % is scaled to controls: 0 for no effect and ±100 for the full control effect; nearly all actives have a fitted effect of over 55% in size
MBNL1-CUG inh: inhibitors of human MBNL1 binding to CUG repeat RNA; TR-FRET MBNL1-His/biotin-(CUG)12 binding, 665/545 ratio; Potency, µM (series often up to 57.5 µM), without a hit: at the top dose activity change, negative = inhibition, most hits filed as inhibitors; 280,000 tested, 0.036% active; active = well fitted inhibition curve with a large enough effect in the signal ratio, with a control signal flat, not every such curve was filed as active; inconclusive = small, poorly fitted or top-dose-only effect, or effect the other way, or a change in a side signal; inactive = no such curve, though single readings can be large or run the other way; the % refers to the signal ratio; also: % is scaled to controls: 0 for no effect and ±100 for the full control effect
Target sequence (Q9NR56 whole entry, looked up): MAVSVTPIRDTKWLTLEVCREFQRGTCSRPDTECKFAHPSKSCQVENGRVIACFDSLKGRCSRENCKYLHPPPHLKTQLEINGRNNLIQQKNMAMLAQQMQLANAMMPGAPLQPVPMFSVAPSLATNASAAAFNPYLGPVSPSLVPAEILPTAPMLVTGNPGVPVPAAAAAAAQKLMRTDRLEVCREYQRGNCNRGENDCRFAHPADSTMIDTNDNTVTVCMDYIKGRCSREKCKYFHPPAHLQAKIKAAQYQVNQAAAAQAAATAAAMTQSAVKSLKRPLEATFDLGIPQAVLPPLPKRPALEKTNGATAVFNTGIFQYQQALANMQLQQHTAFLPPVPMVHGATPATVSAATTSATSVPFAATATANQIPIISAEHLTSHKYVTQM
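His-tagged MBNL1 binding to biotinylated (CUG)12 RNA was measured by TR-FRET using terbium anti-His antibody (0.055 ng/ul final) and streptavidin-XL665 (5 nM final). Compounds were titrated 92 nM to 58 uM; 60 min at room temperature.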
RORg inh: inhibitors of mouse ROR gamma transcriptional activity; 310,000 tested, 5.4% active; Potency, µM (series often up to 53.6 µM), for the others: top-dose activity change, negative = inhibition, actives largely listed as inhibitors; Drosophila S2 Gal4-RORgamma UAS-luciferase reporter, 20 h; AID 2551; P51450; also: % is scaled to controls: 0 for no effect and ±100 for the full control effect; nearly all actives have a fitted effect of over 60% in size
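Drosophila S2 cells stably expressing Gal4-DBD/mouse RORγ fusion under metallothionein promoter plus UAS-luciferase; compound 1 h, then 700 uM CuSO4 induction for 20 h at ambient temperature; inhibition read as reduced luminescence.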
Starred values were filed as active, the others as inactive; ? = inconclusive; / = not tested or not shown; [ ] = dose if it differs, or a comment. Unless noted, calls follow the shape of the dose curve; as a rule, active = well fitted curve in the direction sought with a large enough effect; inconclusive = small, poorly fitted or top-dose-only effect, or another doubt; inactive = no such curve, though single readings can be large; an effect the other way counts as inactive or inconclusive. Potency is read from the fitted curve at half-maximal effect.

[1] Nc1nonc1-n1nnc(C(=O)N/N=C/c2ccc(OCc3ccccc3)cc2)c1COc1ccc(F)cc1
[2] CC(Oc1ccc(Br)cc1)C(=O)NNC(=O)CCN1CCN(c2ccccc2)CC1 (stereo not drawn)
[3] CCOC(=O)C(NC(=O)CC)(Nc1sc2c(c1C(=O)OC)CCN(C)C2)C(F)(F)F (stereo not drawn)
[4] CCOc1ccc(N2CC(O)(c3cccs3)[N+]3=C2CCCC3)cc1 (stereo not drawn)
[5] O=C(Cc1cccs1)N1CCN(S(=O)(=O)c2ccc(F)cc2)CC1
[6] COc1cccc([C@@H]2CC=C(C(=O)O)[C@H](c3ccc(C)cc3)N2S(=O)(=O)c2ccc(C)cc2)c1
[7] O=C(O)CSc1nnc(-c2cc3ccccc3o2)n1-c1ccccc1
[8] CN(C)CCC(=O)c1cccc(Br)c1
screen / no.	1	2	3	4	5	6	7	8
Rab9 promoter act	-6%	-5%	0%	1%	-1%	/	-10%	-21%
FLuc counter	-2%	2%	5%	-5%	2%	/	1%	-3%
Gal4-VP16 FLuc	1%	/	-9%	-2%	-22%	/	1%	-11%
NPC1 prom act	-3%	-4%	1%	-1%	-1%	/	10%	0%
ELG1 genotox	?	-3%	1%	-5%	-18%	1%	3%	1%
p53 reactivator	4%	-10%	-3%	29%	0%	7%	26%	-9%
BRCA1 expr up	21%	-1%	-5%	-21%	-18%	4%	4%	-24%
uPA generation	6%	4%	5%	-10%	0%	2%	1%	-4%
MBNL1-CUG inh	-2%	/	-3%	-15%	0%	/	5%	5%
RORg inh	-7%	/	-28%	-3%	14%	/	0%	?

[9] COc1ccc(Cl)cc1C(=O)OCC(=O)NC(=O)c1cccn1C
[10] O=C(C1CCCN(Cc2cccnc2)C1)N1CCCCC1 (stereo not drawn)
[11] COc1ccc(Nc2nnc(Cc3ccccc3)c(=O)[nH]2)c(OC)c1
[12] C/C(=N\NS(=O)(=O)c1ccc([N+](=O)[O-])cc1)c1ccc(NC(=O)c2ccco2)cc1
[13] CN1C(=O)CC(C(=O)Nc2ccc(F)cc2)SC1=Nc1ccc2c(c1)OCO2 (stereo not drawn)
[14] CCC1(CC)NC(=O)N(CC(=O)OCc2nc3cc(C(=O)OC)ccc3c(=O)[nH]2)C1=O
[15] COCCn1c(=O)[nH]c2cc(C(=O)Nc3nnc(C)s3)ccc21
[16] Cc1nn(Cc2ccc(C(=O)O)o2)c(C)c1[N+](=O)[O-]
screen / no.	9	10	11	12	13	14	15	16
Rab9 promoter act	8%	1%	3%	5%	-4%	1%	?	-3%
FLuc counter	3%	-2%	3%	?	-3%	1%	13µM*	3%
Gal4-VP16 FLuc	-3%	-8%	-2%	-13%	-4%[0.365 µM]	/	-9%	2%
NPC1 prom act	0%	-1%	0%	11%	-1%	0%	27%	-5%
ELG1 genotox	4%	2%	2%	?	-16%	-1%	?	3%
p53 reactivator	1%	19%	-16%	16%	-11%	1%	17%	1%
BRCA1 expr up	-21%	0%	-15%	45%	-29%	-20%	53%	-21%
uPA generation	4%	0%	-4%	-3%	3%	1%	-1%	6%
MBNL1-CUG inh	-8%	-2%	-6%	?	-11%	/	-7%	3%
RORg inh	-1%	-2%	14%	?	42%	/	-40%	-10%

[17] O=S(=O)(Nc1cc(S(=O)(=O)N2CCOCC2)ccc1N1CCCC1)c1cccs1
[18] Cc1ccc(NC2CCCN(C(=O)c3ccnc(Cl)c3)C2)cc1C (stereo not drawn)
[19] CCOC(=O)Cc1csc(NC(=S)NC(=O)C(C)(C)C)n1
[20] CCc1nnc(NC(=O)CSc2nnc(CNC(=O)c3ccc(OC)c(OC)c3)o2)s1
[21] CCN(CC)CCNC(=O)/C(=C/c1cn(C)c2ccccc12)NC(=O)c1ccc(OC)c(OC)c1
[22] O=C(Cc1cccs1)N1CCN(S(=O)(=O)c2ccc(Cl)c(C(F)(F)F)c2)CC1
[23] Cn1c(CNC(=O)c2ccccc2)nnc1SCC(=O)N1CCN(c2ccccc2)CC1
[24] Cc1ccc(C(=O)Nc2cccc(S(=O)(=O)N3CCCC3)c2)o1
screen / no.	17	18	19	20	21	22	23	24
Rab9 promoter act	2%	-5%	-11%	-12%	6%	1%	1%	1%
FLuc counter	-4%	3%	0%	-12%	0%	3%	-13%	-3%
Gal4-VP16 FLuc	4%	5%	?	-23%	-2%	/	3%	/
NPC1 prom act	-4%	-1%	-3%	2%	-3%	-3%	0%	-1%
ELG1 genotox	0%	1%	-5%	0%	1%	2%	0%	1%
p53 reactivator	-1%	-9%	6%	2%	-1%	3%	-4%	-1%
BRCA1 expr up	1%	-16%	-6%	-27%	0%	18%	-14%	-10%
uPA generation	-5%	-2%	-6%	-6%	2%	2%	3%	6%
MBNL1-CUG inh	-2%	-5%	10%	-10%	/	/	-2%	/
RORg inh	24%	1%	?	-37%	-30%	/	?	/

[25] COc1ccccc1C(=O)NCC(=O)OCC(=O)Nc1ccc2[nH]c(=O)[nH]c2c1
[26] CCCn1c(=O)[nH]c(=O)c2c1nc(-c1ccc(OC)c(Br)c1)n2CCOC
[27] CC(=O)C1=C(C)N(Cc2ccccc2)C(=O)N[C@H]1c1ccco1
[28] Cc1ccc(N2C(=O)C(NC(=O)c3c(F)cccc3F)(C(F)(F)F)C3=C2CC(C)(C)CC3=O)cc1 (stereo not drawn)
[29] COc1cc(OC)c(CN2CCC(CO)(CCOc3ccccc3)CC2)c(OC)c1
[30] NC(=O)c1cccnc1Oc1cccc(Cl)c1
[31] Cc1ccc(-c2cc(-c3ccccc3)nc(N(C)N)n2)cc1
[32] CN(C1CCS(=O)(=O)C1)S(=O)(=O)c1ccc(N2CCCC2=O)cc1 (stereo not drawn)
screen / no.	25	26	27	28	29	30	31	32
Rab9 promoter act	-4%	1%	-5%	-4%	-9%	-1%	-5%	-6%
FLuc counter	-1%	-1%	-2%	1%	-2%	0%	1%	3%[2.3 µM]
Gal4-VP16 FLuc	/	-8%	25%	0%	-9%	9%	?	18%
NPC1 prom act	-5%	-9%	-1%	-5%	-2%	7%	-3%	2%
ELG1 genotox	2%	?	0%	1%	-15%	1%	-3%	0%
p53 reactivator	4%	-4%	7%	-6%	-2%	-1%	/	8%
BRCA1 expr up	2%	-1%	-11%	6%	-37%	-20%	-33%	-2%
uPA generation	1%	-4%	-2%	7%	-3%	-3%	?	8%
MBNL1-CUG inh	/	-3%	7%	-13%	-2%	-6%	-7%	-4%
RORg inh	/	-30%	0%	11%	?	0%	13µM*	?

[33] COc1ccc(Br)cc1C(=O)Nc1ccc(NC(=O)c2ccco2)cc1
[34] Clc1nc(Cl)nc(-c2cn(-c3ccccc3)c3ccccc23)n1
[35] COc1ccc(CN2C(=O)C(Cc3ccccc3)Nc3ncnc(N4CCN(c5ccccc5)CC4)c32)cc1 (stereo not drawn)
[36] O=C1c2ccccc2C(=O)N1c1cccc(-c2nc3ccccc3o2)c1
[37] O=Cc1cn(-c2ccccc2)nc1-c1cc2c(ccc3ccccc32)oc1=O
[38] Cc1onc(-c2ccccc2Cl)c1C(=O)NCc1nc(-c2ccccc2)no1
[39] CCOc1cc(N2CCOCC2)c(OCC)cc1NS(=O)(=O)c1cc(NC(C)=O)ccc1OC
[40] O=C(Cn1nc(-c2ccc(Cl)cc2)ccc1=O)NCC1COCCO1 (stereo not drawn)
[41] CCOC(=O)c1[nH]cnc1C(=O)Nc1ccc(Cl)cc1
screen / no.	33	34	35	36	37	38	39	40	41
Rab9 promoter act	0%	-4%	-3%	-4%	-6%	-2%	-1%	4%	-17%
FLuc counter	4%	?	0%	0%	0%	-1%	6%	1%	0%
Gal4-VP16 FLuc	-9%	7%	/	19%	0%	5%	9%	-1%	-20%
NPC1 prom act	-5%	3%	-6%	3%	-1%	4%	-2%	3%	-1%
ELG1 genotox	9%	0%	-4%	-1%	0%	-6%	4%	-18%	0%
p53 reactivator	0%	-2%	5%	1%	3%	-5%	1%	1%	4%
BRCA1 expr up	29%	-20%	-41%	-23%	-19%	-16%	-25%	3%	-15%
uPA generation	3%	-7%	-2%	-4%	2%	8%	0%	0%	-1%
MBNL1-CUG inh	1%	13%	/	5%	1%	2%	2%	?	15%
RORg inh	23%	-18%	/	-14%	-12%	14%	0%	-10%	?

In a second layout: entries from further up.
No.	Structure	Rab9 promoter act	FLuc counter	Gal4-VP16 FLuc	NPC1 prom act	ELG1 genotox	p53 reactivator	BRCA1 expr up	uPA generation	MBNL1-CUG inh	RORg inh
34	Clc1nc(Cl)nc(-c2cn(-c3ccccc3)c3ccccc23)n1	-4%	?	7%	3%	0%	-2%	-20%	-7%	13%	-18%
35	COc1ccc(CN2C(=O)C(Cc3ccccc3)Nc3ncnc(N4CCN(c5ccccc5)CC4)c32)cc1 (stereo not drawn)	-3%	0%	/	-6%	-4%	5%	-41%	-2%	/	/
